# From PubChem
# RAM inhibit: inhibitors of the yeast RAM network. S. cerevisiae dse1pr::URA3 reporter, 5-FOA growth OD615, 2 d; analog-sensitive cbk1-as2 kinase mutant strain. inhibition, % at 50 µM. actives 1.8% (n = 190,000). AID 868;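 active means inhibition above a set limit, 3 SD over mean compound inhibition, cut at about 8.4% in these data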;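 further: 0% = DMSO-only wells with no growth and 100% = 10 µM 1-NA-PP1 full growth; inhibition rescues growth on 5-FOA so higher OD means more RAM inhibition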
# PMI activator: phosphomannose isomerase (human) activation; activation factor at 20 µM; AID 1214; actives 0.005% (n = 190,000); purified human PMI, coupled resazurin fluorescence, 20 min; active compounds read high; 1 = vehicle control, 0 substrate-free wells;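 active means activation factor of 2 or more at 20 µM, relative to plate controls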
# Target sequence (P34949 whole entry, looked up): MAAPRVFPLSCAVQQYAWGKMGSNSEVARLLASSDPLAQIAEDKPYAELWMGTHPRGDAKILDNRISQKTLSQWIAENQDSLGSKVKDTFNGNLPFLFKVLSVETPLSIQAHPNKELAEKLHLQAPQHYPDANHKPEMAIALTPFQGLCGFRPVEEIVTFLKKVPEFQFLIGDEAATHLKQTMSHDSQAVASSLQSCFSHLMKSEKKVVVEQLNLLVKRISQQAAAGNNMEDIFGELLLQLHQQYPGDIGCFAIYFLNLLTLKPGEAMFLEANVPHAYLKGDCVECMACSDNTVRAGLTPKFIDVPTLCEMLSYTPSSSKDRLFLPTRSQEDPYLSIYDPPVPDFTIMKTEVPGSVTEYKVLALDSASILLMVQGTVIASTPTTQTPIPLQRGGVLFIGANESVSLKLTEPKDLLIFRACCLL
# Hsp70 activator: Hsp70 transcriptional activation, primary screen. HeLa Hsp70 promoter luciferase reporter, luminescence; scaled: vehicle 0, proteasome-inhibitor control 100%. activation, % at 10 µM. actives 0.04% (n = 200,000). AID 1203;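 active means activation above the mean across all tested compounds plus 3 SD, cutoff set per campaign, cut at about 5.5% in these data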;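 further: 100% = MG132 at 30 µM as the positive control and 0% = DMSO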
# PMI act satM6P: increases human PMI activity with near-saturating mannose 6-phosphate; P34949; coupled PMI enzyme assay, resazurin fluorescence, 20 min; active compounds read high; 1 = untreated enzyme, 0 = substrate-free blank; activation factor at 20 µM; actives 0.34% (n = 190,000); AID 1216;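 active means activation factor of 2 or more at 20 µM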
#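 Material: human phosphomannose isomerase with PGI, G6PDH, diaphorase coupling enzymes / Reagent: Man-6-P substrate 1.0 mM / Dosing: single compound dose of 20 µM, 1% DMSO final / Incubation: enzyme reaction with compound 20 min at room temperature / Signal: resorufin fluorescence (Ex 544/Em 590 nm) from resazurin via diaphorase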
# Diaph inh CS: diaphorase inhibition or chemical oxidation counter-screen | diaphorase resazurin-to-resorufin fluorescence, NADH, 16 min; bacterial (C. kluyveri) enzyme, not human | AID 1217 | inhibition, % at 20 µM | actives 0.69% (n = 190,000);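 active means primary screen inhibition at 20 µM above a set limit, cut at about 50% in these data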;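 further: plate controls were DMSO with full reaction for no effect and wells lacking NADH for full effect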
#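 Assay system: diaphorase enzyme from Clostridium kluyveri; Input: enzyme working solution with 0.14 U/mL diaphorase; Timing: 16 min at room temperature; Technique: resorufin fluorescence, excitation 544 nm, emission 590 nm; Benchmarks: positive control minus NADH, DMSO neutral control.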
# Redox H2O2 prof: compounds producing H2O2 with reducing agent – biochemical, NIH compound library profiling, artefact control for MLSCN library redox annotation, primary screen; DTT-dependent redox cycling H2O2, phenol red/HRP absorbance; 100% = 100 µM peroxide control, 0% = buffer; activation, % at 10 µM; actives 0.03% (n = 200,000);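 active means activation of at least 50% relative to the plate's high and low controls in the primary single-dose screen; inactive means activation below 50%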;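 further: compound incubated with DTT at 0.8 mM final as the reducing agent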
# L major viab: Leishmania major promastigote growth inhibition; actives 9% (n = 200,000); inhibition, % at 10 µM; AID 1063; Leishmania major promastigotes, resazurin fluorescence viability;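 further: promastigotes grown with compound for 44 hours at 28 °C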
# Diaph act CS: counter-screen for diaphorase-based assays: diaphorase activators and chemical reducers | Diaphorase/resazurin coupled assay, resorufin fluorescence, 16 min; active compounds read high; 1 = vehicle wells, 0 = NADH-free wells | activation factor at 20 µM | actives 0.005% (n = 190,000);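 active means diaphorase activity raised at least twofold by the compound at 20 µM; inactive means activation factor below 2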
#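 Test system: Clostridium kluyveri diaphorase, purified enzyme; input: enzyme 0.07 U/mL final; buffer or medium: 50 mM HEPES pH 7.4 with 4.542 mM MgCl2, 0.005% Tween 20; also added: 0.114 mM NADH and 0.1 mM resazurin, final amounts; schedule: 16 min enzyme reaction, ambient temperature; technique: fluorescence of resorufin, 544 nm excitation, 590 nm emission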
# S1P3 antag: antagonists of human S1P3 receptor; CHO S1P3 NFAT-BLA reporter, FRET fluorescence, antagonist mode; inhibition, % at 4.98 µM; actives 0.27% (n = 170,000); AID 485;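 active means inhibition above the plate cutoff, the mean inhibition of test wells on that plate plus 3 SD, cut at about 28% in these data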;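 further: cells challenged with S1P at its EC80 of 0.8 µM; blue over green emission ratio from cleaved BLA substrate after 4 h stimulation; 0% = S1P-stimulated wells and 100% = unstimulated DMSO-only wells; some compounds past the cut are filed as inactive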
# Target sequence (Q99500 whole entry, looked up): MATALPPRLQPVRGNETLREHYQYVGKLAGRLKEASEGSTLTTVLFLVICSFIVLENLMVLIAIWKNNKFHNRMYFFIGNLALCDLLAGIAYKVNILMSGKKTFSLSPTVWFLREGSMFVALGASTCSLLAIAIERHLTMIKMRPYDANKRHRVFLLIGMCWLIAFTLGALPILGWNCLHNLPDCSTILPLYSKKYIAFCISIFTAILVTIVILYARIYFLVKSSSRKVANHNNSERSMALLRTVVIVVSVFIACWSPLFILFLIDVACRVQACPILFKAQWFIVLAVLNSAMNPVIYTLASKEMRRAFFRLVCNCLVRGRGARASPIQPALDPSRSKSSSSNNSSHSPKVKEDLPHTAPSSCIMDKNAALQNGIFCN
# G6PDH CS: L. mesenteroides G6PDH inhibition counter-screen; inhibition, % at 5 µM; Purified L. mesenteroides G6PDH, diaphorase/resazurin coupled fluorescence, 45 min; actives 0.12% (n = 200,000); AID 1020
# TLR4-MyD88 BLA: TLR4-MyD88 interaction inhibition in cells. HeLa CL3-4 TLR4/MyD88 BLA complementation, FRET ratio. inhibition, % at 8.4 µM. actives 0.18% (n = 200,000); in the data active means inhibition above about 25%;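 further: 0% = vehicle and 100% = reference inhibitor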
# The depositor's hits bear a star; / = no result given. Unless noted, no stated cut-off is given here; in the data, active means inhibition above about 50%; inactive means the rest.
item	mol	RAM inhibit	PMI activator	Hsp70 activator	PMI act satM6P	Diaph inh CS	Redox H2O2 prof
1	CCC(NC(=O)C1CCC1)c1ccccc1 (stereo unspecified)	-0.1	1	0.1	1	13	-3.2
2	CC(=O)/C(CN1CCCCC1)=N\O	0.3	1.1	-0.3	1.1	-5	3.5
3	O=C(NC1CCCCC1)c1ccc(CS(=O)(=O)Cc2ccccc2F)o1	-0.2	1	-0.6	0.9	16	-3.0
4	Cc1ccc(NS(=O)(=O)c2ccc(CCC(=O)NC3CC3)cc2)cc1	1.5	1	-0.3	1	15	0.2
5	Cc1cnn(C(=S)NCc2ccc(Cl)cc2)c1	1.1	0.8	-0.1	0.9	25	1.4
6	CCC(=O)Nc1cc(-c2nn(C)c(=O)c3ccccc23)ccc1N1CCOCC1	2.3	1.1	-0.3	1.1	-5	0.1
7	CCC12CN3CC(CC)(CN(C1)C3c1ccc([N+](=O)[O-])o1)C2=O (stereo unspecified)	0.7	0.9	-0.1	0.9	10	-0.1
8	CCOc1ccc(NC(=O)C2Cc3ccccc3CN2S(=O)(=O)CC)cc1 (stereo unspecified)	1.6	1	0.0	0.9	15	-1.6
9	COc1ccc(C(=O)Nc2sc3c(c2C(=O)O)CC(C)(C)OC3)cc1	8.2	1	-0.2	0.9	19	-0.4
10	Cc1ccc(SCc2ccc(C(=O)Nc3cccc([N+](=O)[O-])c3)cc2)cc1	9.6*	1	-0.4	1	-11	4.5
11	Cc1cccc2nc(CSc3ccc(Cl)cc3)cn12	1.3	0.8	0.2	0.9	18	-1.0
12	COc1ccc(C2=NN(C(=O)CSc3nnc(C)c(=O)n3N)C(c3ccco3)C2)cc1 (stereo unspecified)	-0.4	1.1	1.4	1.1	2	-1.7
13	CCCc1nc2c(=O)n(C)c(=O)nc-2n(C)n1	-0.9	0.6	-0.1	0.4	46	128*
14	CN1CCC(=NNC(=O)CN(c2cccc(Cl)c2)S(C)(=O)=O)CC1	-0.4	1	0.5	1.1	-2	1.0
15	Cc1ccccc1C(=O)NC1CCN(Cc2nnnn2Cc2ccccc2)CC1	1.0	1	0.3	1	-4	2.2

item	L major viab	Diaph act CS	S1P3 antag	G6PDH CS	TLR4-MyD88 BLA
1	1	0.9	/	5	-12
2	-4	1	-4	1	3
3	3	0.8	/	10	-5
4	-2	0.9	/	3	12
5	-3	0.8	21	0	-2
6	0	1	/	2	-13
7	-6	0.9	1	15	0
8	-2	0.9	-20	-2	-1
9	0	0.8	7	-1	11
10	-3	1.1	/	-4	-12
11	18	0.8	8	7	9
12	8	1	10	3	4
13	101*	0.5	72*	56*	-11
14	-5	1	7	10	-8
15	8	1	-15	31	-7

# A draw from above in order of count of non-hydrogen atoms, highest first:
item	mol	RAM inhibit	PMI activator	Hsp70 activator	PMI act satM6P	Diaph inh CS	Redox H2O2 prof
3	O=C(NC1CCCCC1)c1ccc(CS(=O)(=O)Cc2ccccc2F)o1	-0.2	1	-0.6	0.9	16	-3.0
9	COc1ccc(C(=O)Nc2sc3c(c2C(=O)O)CC(C)(C)OC3)cc1	8.2	1	-0.2	0.9	19	-0.4
11	Cc1cccc2nc(CSc3ccc(Cl)cc3)cn12	1.3	0.8	0.2	0.9	18	-1.0

item	L major viab	Diaph act CS	S1P3 antag	G6PDH CS	TLR4-MyD88 BLA
3	3	0.8	/	10	-5
9	0	0.8	7	-1	11
11	18	0.8	8	7	9

# Next section:
item	mol	RAM inhibit	PMI activator	Hsp70 activator	PMI act satM6P	Diaph inh CS	Redox H2O2 prof
16	O=C(NCC(c1cccnc1)N1CCN(c2ccc(F)cc2)CC1)C1CCCCC1 (stereo unspecified)	1.9	0.9	-0.3	1	9	-1.5
17	Cc1ccc(-n2c(Cc3cccs3)nnc2SCC(N)=O)cc1	3.5	1	-0.4	1.1	5	0.1
18	O=C(Cn1c(=O)c2c(ncn2Cc2ccccc2)n(Cc2ccccc2)c1=O)N1CCCC1	1.2	1	-0.2	1	-5	-0.3
19	CCC(CC)C(=O)c1c[nH]c(C(=O)OC)c1	0.9	0.9	-0.3	1	20	-0.9
20	Cc1ccc(-c2nnc(SCC(=O)N3CCCC3)o2)cc1	1.4	0.9	0.0	0.9	18	1.6
21	CCOC(=O)c1ccc(N2C(=O)CC(N3CCN(C(=O)c4ccco4)CC3)C2=O)cc1 (stereo unspecified)	1.0	0.9	-0.3	0.9	18	3.4
22	C[N+]1(CC#CC(O)(c2ccccc2)c2ccccc2)CCCC1	-0.5	0.8	0.0	0.9	4	0.3
23	COc1ccccc1CNC(=O)CCC(=O)Nc1nnc(C)s1	1.8	1	-0.4	1	6	-0.7
24	CC/C(=N\NC(=O)c1ccc(-c2ccccc2)cc1)C12CC3CC(CC(C3)C1)C2	0.1	1	-0.1	1.1	16	0.9
25	O=C(/C=C/c1ccc(F)cc1)NCCCN1CCN(CCCNC(=O)/C=C/c2ccc(F)cc2)CC1	0.2	0.9	-0.6	0.9	4	-0.8
26	O=C(Nc1cc(S(=O)(=O)N2CCOCC2)ccc1N1CCOCC1)c1cc(=O)[nH]c2ccccc12	3.0	1.3	-0.1	1	-1	-0.5
27	CCCNC1=C(C)C(=O)CC1	1.5	1.1	-0.3	1.1	6	-0.9
28	Cc1ccc(-n2c(C)cc(C(=S)N3CCOCC3)c2C)cc1C	1.4	0.9	-0.3	0.9	13	2.1
29	CCOc1ccc(N(CC(=O)Nc2ccccc2C(=O)NCc2ccco2)S(C)(=O)=O)cc1	-1.1	0.9	0.1	0.9	30	0.1
30	CCN(CC)C1=CC(=[N+]2CCCC2)CC(C)(C)C1	2.0	0.9	-0.5	1	3	0.5

item	L major viab	Diaph act CS	S1P3 antag	G6PDH CS	TLR4-MyD88 BLA
16	74*	0.9	6	-3	5
17	-6	0.9	/	0	3
18	16	1	3	6	-6
19	1	0.8	-10	10	13
20	-4	0.8	-19	5	-4
21	-6	0.8	16	3	0
22	-3	1	-5	-1	-11
23	-3	0.9	-2	-4	2
24	65*	0.8	/	2	1
25	0	1	-10	1	-4
26	-15	1	4	5	-8
27	-3	0.9	/	14	0
28	13	0.9	/	7	1
29	12	0.7	/	-6	3
30	100*	1	5	2	7

# Continuation:
item	mol	RAM inhibit	PMI activator	Hsp70 activator	PMI act satM6P	Diaph inh CS	Redox H2O2 prof
31	O=S(=O)(Nc1ccccc1F)c1ccc2nsnc2c1	1.6	1	-0.4	1	2	0.6
32	CCN(CC)CCNc1nc2c(c(=O)n(C)c(=O)n2C)n1C/C=C(/C)Cl	0.1	1	-0.1	1	6	-1.0
33	O=C(CN1C(=O)S/C(=C\c2ccccc2)C1=O)NNC(=O)c1ccccc1O	0.8	1.1	0.0	1.2	6	-0.1
34	Cc1ccc2c(ccc(=S)n2C)c1	1.1	1.9	-0.1	2.7*	10	-1.9
35	Cc1nc(SCC(=O)NCC(F)(F)F)c2c(-c3cccs3)csc2n1	3.7	1	-0.6	1.1	10	0.2
36	Cc1cc(C(=O)Cn2nc(C(=O)O)c3ccccc3c2=O)c(C)n1CCc1ccc(Cl)cc1	2.3	0.9	-0.2	1	22	-1.6
37	Nc1ccccc1N1CCN(C(=O)c2ccccc2)CC1	1.5	0.8	-0.3	0.7	15	0.9
38	Cc1cccc(NC(=O)CCCSc2nc3ccccc3[nH]2)c1	0.0	0.8	-0.4	0.8	17	-0.1
39	O=C1N=C(N2CCC(Cc3ccccc3)CC2)S/C1=C/c1cn[nH]c1-c1ccccc1	3.2	1	-0.4	1	8	-9.0
40	CCOc1ccccc1CN1CCC(O)CC1	0.4	1	0.0	1.1	4	0.1
41	CCOC(=O)C(C(=O)OCC)c1cc(Br)c2noc3c2c1C(=O)c1ccccc1-3	7.4	0.7	-0.4	0.5	62*	2.3
42	Cc1ccc(CN2CCN(c3ncccn3)CC2)o1	-0.7	1	0.8	1	0	0.1
43	CCCCn1c(CN2CCN(CCO)CC2)nc2ccccc21	0.7	0.9	-0.2	0.9	12	1.4
44	CCOC(=O)c1c(NC(=O)Cn2nc(C(F)(F)F)cc2C)sc2c1CCC2	1.3	0.7	-0.3	0.8	23	-0.6
45	CC(CCc1ccccc1)NC(=O)COC(=O)C1CCC(C(C)(C)C)CC1 (stereo unspecified)	4.1	0.8	-0.4	0.9	22	0.2

item	L major viab	Diaph act CS	S1P3 antag	G6PDH CS	TLR4-MyD88 BLA
31	-5	1	-22	-1	1
32	18	0.9	-3	-1	5
33	-3	0.9	0	-8	2
34	9	0.9	1	0	-6
35	2	0.9	4	-6	8
36	30	0.8	-1	-4	-11
37	6	0.8	/	6	6
38	4	0.8	-5	15	4
39	4	0.9	/	6	-5
40	0	1	/	-1	-5
41	100*	0.4	/	56*	9
42	-6	1	/	6	0
43	4	0.9	-13	-11	-4
44	9	0.8	-11	-3	-2
45	-6	0.8	10	1	-5

# New compounds follow
item	mol	RAM inhibit	PMI activator	Hsp70 activator	PMI act satM6P	Diaph inh CS	Redox H2O2 prof
46	Cc1nc(SCC(=O)NC2CCCC2)[nH]c(=O)c1Cc1ccccc1	0.9	1	-0.3	1.1	6	0.2
47	COc1ccc(OC)c(NS(=O)(=O)c2ccc(N3CCCC3=O)cc2)c1	-0.2	1	-0.3	1	9	0.1
48	O=C1C=C(N2CCCCC2)C2(CCCCC2)O1	-0.2	0.9	-0.1	0.9	6	-0.7
49	COc1ccc(CCNC(=O)CCCN2C(=O)c3ccccc3C2=O)cc1OC	2.7	0.9	0.0	1	-4	1.8
50	CC(=O)Nc1ccc(NC(=O)CSc2nnc(CNc3ccc(F)cc3)n2CC2CCCO2)cc1 (stereo unspecified)	-0.8	1	-0.2	1	0	-1.5
51	O=C(CSc1ncn[nH]1)c1ccc2c(c1)OCO2	1.1	0.9	-0.5	1	11	-2.8
52	CCCSc1nc2c(c(=O)n1-c1ccc(OCC)cc1)SCC2	6.3	0.9	-0.2	0.9	6	0.3
53	Cc1cccc(C)c1OCC(=O)OCC(=O)c1ccc2c(c1)NC(=O)CO2	1.3	0.9	-0.1	0.9	18	-1.2

item	L major viab	Diaph act CS	S1P3 antag	G6PDH CS	TLR4-MyD88 BLA
46	0	0.9	/	-3	-10
47	3	0.9	/	-2	1
48	-2	0.9	-27	14	7
49	-4	1	/	2	0
50	-9	1	0	1	-6
51	-4	0.9	-18	-14	6
52	-7	0.9	/	0	9
53	-6	0.8	/	2	12
